# High-throughput results from PubChem BioAssay.
# KDM5B inh: Primary screen for KDM5B Histone Demethylases FDH-coupled qHTS; Lysine-specific demethylase 5B (Homo sapiens), Q9UGL1; KDM5B demethylase, FDH-coupled NADH fluorescence (FDH is formaldehyde dehydrogenase); Potency, µM (highest dose often 57.7 µM), for inactives: at the top dose activity change, negative = inhibition, most hits filed as inhibitors; 220,000 compounds, 2.6% hits; AID 1347165, 2019; active = well fitted inhibition curve with a large enough effect; inconclusive = small, poorly fitted or top-dose-only effect; inactive = no such curve, though single readings can be large or run the other way; note: 0% is about no effect; nearly all actives have a fitted effect of over 70% in size
# Target sequence (Q9UGL1 whole entry, looked up): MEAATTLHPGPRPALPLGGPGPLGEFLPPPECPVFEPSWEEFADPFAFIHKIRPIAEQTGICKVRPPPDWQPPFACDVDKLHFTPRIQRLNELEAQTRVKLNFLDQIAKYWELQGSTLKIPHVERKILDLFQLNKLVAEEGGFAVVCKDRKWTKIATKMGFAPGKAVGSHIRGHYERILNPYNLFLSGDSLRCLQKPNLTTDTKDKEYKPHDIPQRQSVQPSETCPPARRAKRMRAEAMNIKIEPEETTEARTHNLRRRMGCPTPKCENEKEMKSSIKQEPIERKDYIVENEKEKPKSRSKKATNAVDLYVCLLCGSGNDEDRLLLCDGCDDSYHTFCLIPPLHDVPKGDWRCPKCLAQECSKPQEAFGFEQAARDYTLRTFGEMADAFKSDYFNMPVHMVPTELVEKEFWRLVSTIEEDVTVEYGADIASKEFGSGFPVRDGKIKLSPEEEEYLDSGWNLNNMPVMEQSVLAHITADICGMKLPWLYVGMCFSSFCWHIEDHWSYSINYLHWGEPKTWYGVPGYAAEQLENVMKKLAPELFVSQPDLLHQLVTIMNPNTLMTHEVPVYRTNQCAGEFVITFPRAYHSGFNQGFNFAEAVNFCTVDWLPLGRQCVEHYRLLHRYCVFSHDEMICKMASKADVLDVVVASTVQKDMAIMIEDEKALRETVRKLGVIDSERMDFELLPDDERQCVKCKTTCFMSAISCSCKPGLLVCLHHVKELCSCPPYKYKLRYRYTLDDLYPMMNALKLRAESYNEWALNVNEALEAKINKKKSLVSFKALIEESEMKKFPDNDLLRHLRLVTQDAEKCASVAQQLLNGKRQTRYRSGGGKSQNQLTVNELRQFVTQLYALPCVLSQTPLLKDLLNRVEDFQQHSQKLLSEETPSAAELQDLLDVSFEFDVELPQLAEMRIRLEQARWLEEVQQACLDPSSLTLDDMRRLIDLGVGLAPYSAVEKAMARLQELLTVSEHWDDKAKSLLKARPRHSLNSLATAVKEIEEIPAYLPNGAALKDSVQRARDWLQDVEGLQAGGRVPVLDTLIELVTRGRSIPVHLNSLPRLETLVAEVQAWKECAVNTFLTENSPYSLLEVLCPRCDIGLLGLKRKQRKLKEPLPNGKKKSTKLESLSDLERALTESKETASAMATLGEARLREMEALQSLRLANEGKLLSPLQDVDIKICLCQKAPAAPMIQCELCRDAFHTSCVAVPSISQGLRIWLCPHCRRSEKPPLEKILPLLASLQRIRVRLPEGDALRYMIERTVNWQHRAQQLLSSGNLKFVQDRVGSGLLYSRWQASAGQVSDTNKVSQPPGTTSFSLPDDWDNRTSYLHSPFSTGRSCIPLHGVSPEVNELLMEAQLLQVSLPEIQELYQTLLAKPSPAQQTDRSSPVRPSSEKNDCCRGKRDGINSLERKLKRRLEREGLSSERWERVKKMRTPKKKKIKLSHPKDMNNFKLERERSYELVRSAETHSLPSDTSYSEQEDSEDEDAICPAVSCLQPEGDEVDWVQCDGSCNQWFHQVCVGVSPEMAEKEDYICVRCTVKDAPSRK
#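 qHTS format, multiple compound concentrations. Buffer 50 mM HEPES pH 7.5/0.01% Tween-20; 200 nM KDM5BΔAP final; 10 min compound preincubation; substrate-mix levels 12.5 µM peptide, 25 µM α-KG, 0.25 mM NAD⁺; 30 min RT; ΔRFU.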
# Starred values were filed as active, the others as inactive; i = inactive; ? = inconclusive; [ ] = dose if it differs, or a comment. Potency is the fitted concentration of half-maximal effect.
SMILES,KDM5B inh
Cc1ccc(NC(=O)CSc2nnc(Cc3ccccc3)n2-n2cccc2)c(C)c1,2%
Cc1ccc(CN[C@@H]2CO[C@H](CNS(C)(=O)=O)[C@H]2O)cc1,184%[activator][86.2 µM]
CC(=O)CCc1oc2ccc(C)cc2c1Cc1ccccc1,-40%
O=C([C@@H]1C[C@H](Oc2cccnc2)CN1C(=O)c1ccc2ncccc2c1)N1CCCC1,-7%
CN(C)c1ccc(CNCc2cccnc2)cc1,23%
O=C(NCc1ccc2c(c1)OCO2)c1nc(-c2ccsc2)c2ccccn12,14µM*
Cc1ccc(NC(=O)CSc2ncccc2C(=O)Oc2ccccc2Cl)cc1Cl,?
Cc1ccc(-c2onc(C)c2C)cc1S(=O)(=O)Nc1ccccn1,-28%
COc1ccc(Cn2c(CCC(=O)Nc3cccc(Cl)c3)nc3cccnc32)cc1,-12%
CCCOc1ccccc1C(=O)N1CC[C@H](N(C)C)[C@H](CCC(=O)O)C1,22%
COc1cccc(C(=O)N2CCCN(c3cc(-c4ccc(C)c(C)c4)[nH]n3)CC2)c1OC,?
Cc1ccc2scc(N3CCCCC3)c(=O)c2c1,?
Cc1noc(-c2cn(C3CCN(C(=O)Cc4ccc(OC(F)(F)F)cc4)CC3)nn2)n1,3%
C=CCNc1nc(C(=O)OCC(=O)c2ccc(C(C)C)cc2)cs1,-3%
S=C(NCc1ccc(Cl)cc1)Nc1ccc(Cl)c(Cl)c1,-19%
O=C(COCc1cc(-c2ccco2)on1)Nc1cccc(Cl)c1Cl,?
Cc1ccc(C)c(NC(=O)Cn2ncc3c(C)n(Cc4ccc(F)cc4)c(C)c3c2=O)c1,10%
Cc1cccc(NC(=O)c2sc(-n3nc(C)c(Cc4ccc5c(c4)OCO5)c3C)nc2C)c1C,-12%
CCc1noc(-c2cccn3c(CNC(=O)Cc4cccc(OC)c4)nnc23)n1,?
CCc1ccc(NC(=O)CSc2nc3ccsc3c(=O)n2C(C)CC)cc1 (stereo not given),-11%

# Sorted by length of the SMILES (falling): part of the list above
SMILES,KDM5B inh
Cc1ccc(C)c(NC(=O)Cn2ncc3c(C)n(Cc4ccc(F)cc4)c(C)c3c2=O)c1,10%
CCc1noc(-c2cccn3c(CNC(=O)Cc4cccc(OC)c4)nnc23)n1,?
S=C(NCc1ccc(Cl)cc1)Nc1ccc(Cl)c(Cl)c1,-19%

# (continued)
SMILES,KDM5B inh
Cc1ccc(Cn2ccnc2SCC(=O)Nc2ccc3c(c2)OCCO3)cc1,-12%
Cc1cc(C(=O)N2CCCN(S(C)(=O)=O)C(c3ccccc3)CC(=O)NCC2)nn1C (stereo not given),14%
COCC(=O)N(C1CCOCC1)C1CCN(Cc2cccnc2)CC1,-14%
CCCCCn1c(COc2ccc(Cl)cc2)n[nH]c1=S,-8%
CCCN1CCN(C(=S)Nc2ccc3nc(N4CCN(CC)CC4)cc(C)c3c2)CC1,-26%
COCCN1C(=O)[C@@H]2C[C@@H](CN2Cc2ccc(C#N)cc2)Oc2ccccc21,?
O=C(NCCc1cnc[nH]1)c1nc(-c2ccccc2)cc2[nH]ccc12,i
CN(Cc1nccs1)C(=O)c1ccc(OC2CCN(CCc3ccccc3)CC2)cc1,3%
COc1ccc(Nc2ccc3cc(S(=O)(=O)N4CCCC4)ccc3n2)cc1OC,?
CCOc1ccccc1NC(=O)Cn1c(N2CCOCC2)nc(CC)cc1=O,9%
Cc1cc(C)c(Cn2c(=O)n(CCCC(=O)NCc3ccc4c(c3)OCO4)c(=O)c3sccc32)c(C)c1,14%
N#CCCN1CCN(c2ccc(NS(=O)(=O)c3ccc(F)cc3Cl)c(C(=O)O)c2)CC1,?
Cc1c(Cl)cccc1-n1ncc(C(=O)N2CCN(C)CC2)c1C1CCN(C(=O)OC(C)(C)C)CC1,15%
CCCCNC(=O)CCC(=O)NNc1nc2ccccc2c2nc(-c3ccccc3)nn12,4%
Cc1nnc(NNS(=O)(=O)c2ccc(Cl)cc2)[nH]c1=O,?
CCCN(CC1CCOC1)C(=O)Nc1cccc(C(F)(F)F)c1 (stereo not given),1%
CC(C)NC(=S)n1cc(C(=O)c2cc(Cl)cc(Cl)c2O)cn1,6%
O=S(=O)(CCCCCS(=O)(=O)c1ccccc1)c1ccccc1,20%
Cc1ccc2[nH]c(=O)c(-c3noc(CC(C)C)n3)cc2c1,?
Cc1ccc(CC(C(=O)NCCC23CC4CC(CC(C4)C2)C3)C(C)C(=O)O)cc1 (stereo not given),29%

# An excerpt of these results, bar-delimited.
SMILES | KDM5B inh
CCCOc1ccccc1C(=O)N1CC[C@H](N(C)C)[C@H](CCC(=O)O)C1 | 22%
COc1cccc(C(=O)N2CCCN(c3cc(-c4ccc(C)c(C)c4)[nH]n3)CC2)c1OC | ?
Cc1ccc2scc(N3CCCCC3)c(=O)c2c1 | ?
Cc1noc(-c2cn(C3CCN(C(=O)Cc4ccc(OC(F)(F)F)cc4)CC3)nn2)n1 | 3%
C=CCNc1nc(C(=O)OCC(=O)c2ccc(C(C)C)cc2)cs1 | -3%
S=C(NCc1ccc(Cl)cc1)Nc1ccc(Cl)c(Cl)c1 | -19%
O=C(COCc1cc(-c2ccco2)on1)Nc1cccc(Cl)c1Cl | ?
Cc1ccc(C)c(NC(=O)Cn2ncc3c(C)n(Cc4ccc(F)cc4)c(C)c3c2=O)c1 | 10%
Cc1cccc(NC(=O)c2sc(-n3nc(C)c(Cc4ccc5c(c4)OCO5)c3C)nc2C)c1C | -12%
CCc1noc(-c2cccn3c(CNC(=O)Cc4cccc(OC)c4)nnc23)n1 | ?
CCc1ccc(NC(=O)CSc2nc3ccsc3c(=O)n2C(C)CC)cc1 (stereo not given) | -11%
Cc1ccc(Cn2ccnc2SCC(=O)Nc2ccc3c(c2)OCCO3)cc1 | -12%
Cc1cc(C(=O)N2CCCN(S(C)(=O)=O)C(c3ccccc3)CC(=O)NCC2)nn1C (stereo not given) | 14%
COCC(=O)N(C1CCOCC1)C1CCN(Cc2cccnc2)CC1 | -14%
CCCCCn1c(COc2ccc(Cl)cc2)n[nH]c1=S | -8%
CCCN1CCN(C(=S)Nc2ccc3nc(N4CCN(CC)CC4)cc(C)c3c2)CC1 | -26%
COCCN1C(=O)[C@@H]2C[C@@H](CN2Cc2ccc(C#N)cc2)Oc2ccccc21 | ?
O=C(NCCc1cnc[nH]1)c1nc(-c2ccccc2)cc2[nH]ccc12 | i
CN(Cc1nccs1)C(=O)c1ccc(OC2CCN(CCc3ccccc3)CC2)cc1 | 3%
COc1ccc(Nc2ccc3cc(S(=O)(=O)N4CCCC4)ccc3n2)cc1OC | ?
CCOc1ccccc1NC(=O)Cn1c(N2CCOCC2)nc(CC)cc1=O | 9%
Cc1cc(C)c(Cn2c(=O)n(CCCC(=O)NCc3ccc4c(c3)OCO4)c(=O)c3sccc32)c(C)c1 | 14%
N#CCCN1CCN(c2ccc(NS(=O)(=O)c3ccc(F)cc3Cl)c(C(=O)O)c2)CC1 | ?
Cc1c(Cl)cccc1-n1ncc(C(=O)N2CCN(C)CC2)c1C1CCN(C(=O)OC(C)(C)C)CC1 | 15%
CCCCNC(=O)CCC(=O)NNc1nc2ccccc2c2nc(-c3ccccc3)nn12 | 4%
Cc1nnc(NNS(=O)(=O)c2ccc(Cl)cc2)[nH]c1=O | ?
CCCN(CC1CCOC1)C(=O)Nc1cccc(C(F)(F)F)c1 (stereo not given) | 1%
CC(C)NC(=S)n1cc(C(=O)c2cc(Cl)cc(Cl)c2O)cn1 | 6%
O=S(=O)(CCCCCS(=O)(=O)c1ccccc1)c1ccccc1 | 20%
Cc1ccc2[nH]c(=O)c(-c3noc(CC(C)C)n3)cc2c1 | ?
Cc1ccc(CC(C(=O)NCCC23CC4CC(CC(C4)C2)C3)C(C)C(=O)O)cc1 (stereo not given) | 29%

# (list continues)
SMILES,KDM5B inh
O=C(O)C(c1c[nH]c2ccccc12)N1CCN(Cc2ccncc2)CC1 (stereo not given),-6%
C=CCN1CCN(C(=O)c2cccs2)CC1,23%
CC(C)(C)OC(=O)N1CCC(c2c(C(=O)NCCc3ccccc3)cnn2-c2ccc(F)cc2F)CC1,-9%
COCCOc1cc(=O)n2c(c1C(=O)NCc1ccc(F)cc1)CCOCC2,13%
CCC(NC(=O)c1cc(OC)ccc1OC1CCN(C(C)=O)CC1)c1ccncc1 (stereo not given),?
COC(=O)CNC(=O)c1nc(-c2ccsc2)c2cnccn12,40µM*
Cc1ccc(C(=O)CCC(=O)NC2CCc3ccccc32)cc1C (stereo not given),-9%
CCOc1ccccc1C(=O)OCc1ccc(C(N)=O)cc1,21%
Cn1c(CNC(=O)CCNC(=O)Cc2ccc(F)cc2)cc(=O)n(C)c1=O,11%
CCN(CC)CCN1C(=O)C(=O)/C(=C(/O)c2ccc(OCc3cccc(C)c3)cc2)C1c1ccco1 (stereo not given),?
CN(C)C(=O)COC(=O)c1ccc2ccccc2n1,-11%
CCN1CCC(N(Cc2ccco2)C(=O)Nc2cc(Cl)ccc2C)CC1,-4%
CN(CC1CCOCC1)C(=O)c1cc(F)ccc1Cl,-12%
CCOC(=O)COc1ccc2c(=O)c(Oc3ccccc3OC)c(C)oc2c1,17%
COc1cccc(NC(=O)CSc2ccc3nnc(-c4ccccn4)n3n2)c1,26%
O=C(c1ccccc1-c1ncc(-c2ccc(F)cc2)o1)N1CCCC1,?
CNC(=O)[C@@H]1C[C@H](Oc2cccnc2)CN1C(=O)c1ccc(OC)c(F)c1,-6%
Cn1ncc2c(Nc3cccc(C#N)c3)ncnc21,4%
CNS(=O)(=O)c1cn(CC(=O)Nc2ccc(OC)cc2OC)cc1S(=O)(=O)NC,-15%
CC(NC(=O)CCC1CCCO1)C1CCCO1 (stereo not given),-12%
CCCOc1ccc(C(=O)Nc2cc(S(=O)(=O)N3CCOCC3)ccc2N2CCOCC2)cc1,?
O=C(c1cccs1)N1CCC(O)(c2ccccc2)[C@H](N2CCCC2)C1 (stereo not given in full),?
Cc1ccc(CNC(=O)C(CC(C)C)NC(=O)c2ccccc2C)cc1 (stereo not given),21%
Cc1ccc(C#CC(CC(=O)c2ccccc2)CC(=O)c2ccccc2)cc1,16%
Cc1ccc2oc([C@H]3CCN(Cc4ccc(N(C)C)cc4)C3)nc2c1,?
CCC(c1ccccc1)c1nnc(NC(=O)c2ccco2)s1 (stereo not given),3%
COc1cccc(C(=O)N2[C@@H]3CC[C@H]2CC(NC(=O)c2ccncc2)C3)c1 (stereo not given in full),-11%
COc1cccc2cc(-c3ccc(OCC(=O)NCCN4CCOCC4)cc3)c(=O)oc12,-35%
CCN(CC)CC1CCN(C(=O)c2cc3cccc([N+](=O)[O-])c3[nH]2)CC1,-21%
Cc1ccc(NC(=O)CSc2c3c(nc4ccccc24)CCCC3)cc1F,?
C=CCn1c(=NC(=O)c2cccs2)sc2cccc(OC)c21,?
Cc1ccc(O[C@H]2CCOC[C@H]2NC(=O)CCc2c(C)noc2C)cn1,4%
COc1cccc(CCC(=O)N2CCC3(CC2)NC(=O)N(c2cccc(F)c2)N3)c1,-20%
O=C1NCCCCCCN(C(=O)C2CC=CC2)[C@H]2C[C@H](c3nc(Cc4ccccc4)no3)C[C@@H]12,-25%
Cc1ccc(Cl)cc1NC(=O)N1CCN(C(=O)c2nonc2N)CC1,-6%
CC(C)(C)c1coc([C@@H]2COCCN2Cc2cnc3ccccc3c2)n1,-3%[86.2 µM]
CC(=O)NC(CC(=O)Nc1ccccc1C(C)(C)C)c1ccccc1 (stereo not given),-25%
COCCNC(=O)Cc1c[nH]c2ncc(-c3ccc(OC)cc3)cc12,35µM*
Cn1ccnc1CN(C1CC1)S(=O)(=O)c1cccc(Cl)c1F,10%
COc1ccc(CN2C[C@H]3CN(Cc4cccc(C)n4)CCN3C2=O)cc1,-24%[86.2 µM]
O=C(Cn1nnnc1-c1ccccc1F)Nc1ccc(OC(F)(F)F)cc1,-12%
CCCCN(C)Cc1ccc(OCc2ccccc2)cc1,?
CC(C)(C)c1ccc(C(=O)N[C@H]2C[C@@H]3CC[C@H]2C3)cc1,5%
COc1ccc(-c2nc3ccccc3s2)cc1NC(=O)c1cc2ccccc2o1,i[11.5 µM]
Cc1ccc(C(=O)N/N=C/CC(C)C)cc1,-5%
COc1ccc(NC(=O)Cn2c(=O)n(-c3ccccc3)c(=O)c3c2cc(C)n3C)c(OC)c1,8%
CC1=C(C(=O)NCc2ccc(Cl)cc2)C2(CCCCC2)OC1=O,?
CC1CCN(C(=O)CCC2(Cc3ccc4ccccc4c3)CCC(=O)N2)CC1 (stereo not given),-10%
Cc1ccc(-c2nc(SCC(=O)N3CCCC3c3ccc4c(c3)OCCCO4)n[nH]2)cc1 (stereo not given),7%
COc1ccc(N(Cc2nc(-c3ccccc3)no2)S(=O)(=O)c2ccc3c(c2)OCCO3)cc1,13%
CC(c1ccccc1)N(C)C(=O)/C=C/c1ccc(Br)s1 (stereo not given),-13%
CCc1nnc(SCc2nc(-c3ccc(OC)c(OC)c3)oc2C)c2cc3sc(C)cc3n12,-35%
COc1ccccc1CCNC(=O)c1cc2ccccn2n1,?
O=C(CSc1n[nH]c(-c2cc(Br)ccc2O)n1)N1CCCCC1,?
CSc1nc2nc3c(cc2c(=O)n1-c1ccc(C)cc1)COC(C)(C)C3,?
Cc1nn(C)c(C)c1CCNC(=O)CCC[C@@H]1[C@H]2CCCN3CCC[C@@H](CN1Cc1ccccc1)[C@@H]23,0%

# An excerpt. The share of hits here may be higher or lower than overall.
